# NRP1-CendR mod: alters CendR peptide binding to human NRP-1; O14786; FAM-RPARPAR peptide binding to NRP-1, fluorescence polarization; inhibition, % at 25 µM; actives 0.85% (n = 360,000); AID 602438;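 active means inhibition or corrected inhibition above about 18%, plus a signal ratio from 0.5 to 1.5, limit read from the data, passing the limit was not always enough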; further: strong numbers were not always called active
# E coli Lon inh: inhibitors of E. coli Lon protease; P0A9M0; purified E. coli Lon protease, fluorescence polarization; inhibition, % at 7.94 µM; actives 0.42% (n = 360,000); AID 602123; in the data active means inhibition above about 13%, passing the limit was not always enough;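 further: 0% = enzyme with probe and DMSO and 100% = no enzyme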
# MsrA inhibitor: inhibitors of bovine MsrA | purified bovine MsrA, absorbance read-out | actives 0.75% (n = 360,000) | AID 651718 | inhibition, % at 15.5 µM; in the data active means inhibition above about 4.5%;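 further: 0% = vehicle wells with enzyme and 100% = reference inhibitor wells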
# MsrA act: activates bovine MsrA enzyme | actives 0.3% (n = 360,000) | purified bovine MsrA, absorbance read-out | activation, % at 10.6 µM | AID 602163; in the data active means activation above about 7.5%;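 further: 0% = vehicle and 100% = reference activator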
# DNMT1 block: inhibitors of human DNMT1; actives 0.83% (n = 360,000); P26358; DNMT1 molecular beacon, Hinp1I cleavage, fluorescence; AID 588458; inhibition (reported as % activation of signal), % at 10 µM; in the data active means inhibition above about 50%
# STEP inh: STEP (human) phosphatase inhibition | P54829 | recombinant STEP, OMFP fluorogenic substrate, fluorescence | inhibition, % at 20 µM | actives 0.25% (n = 360,000);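 active means inhibition at 20 µM, scaled per plate between control wells, above about 37%, limit read from the data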;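 further: 0% = DMSO with enzyme and substrate and 100% = substrate only without enzyme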
# Target sequence (P54829 whole entry, looked up): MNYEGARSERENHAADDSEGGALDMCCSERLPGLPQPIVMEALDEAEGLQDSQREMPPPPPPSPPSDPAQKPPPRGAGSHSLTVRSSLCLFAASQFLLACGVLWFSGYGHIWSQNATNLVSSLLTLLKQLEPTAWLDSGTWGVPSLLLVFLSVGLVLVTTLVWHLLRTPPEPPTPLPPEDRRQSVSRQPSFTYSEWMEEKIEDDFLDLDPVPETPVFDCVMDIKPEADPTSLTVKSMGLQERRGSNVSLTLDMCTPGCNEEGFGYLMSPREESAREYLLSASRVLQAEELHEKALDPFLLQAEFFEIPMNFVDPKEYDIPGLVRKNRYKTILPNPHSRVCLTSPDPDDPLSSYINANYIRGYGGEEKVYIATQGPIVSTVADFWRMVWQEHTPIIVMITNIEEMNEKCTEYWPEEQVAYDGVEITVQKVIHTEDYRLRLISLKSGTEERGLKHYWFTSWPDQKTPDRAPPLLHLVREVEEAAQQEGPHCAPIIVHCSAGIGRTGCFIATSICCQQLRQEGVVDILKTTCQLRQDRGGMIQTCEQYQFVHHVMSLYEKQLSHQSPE
#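 System: STEP (striatal-enriched tyrosine phosphatase) enzyme, cell-free; medium: Bis-Tris pH 6.0 buffer with DTT, detergent; dosing: 20 µM, 1% DMSO; times: reaction 20 min, ambient temperature; detection: fluorescence, 480/540 nm; read-out basis: normalized % inhibition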
# SUMO1 PPI mod: SUMO1-SIM interaction modulation. actives 0.33% (n = 360,000). AID 602429. inhibition, % at 20 µM. SUMO1 binding to a labelled peptide, TR-FRET, 1 h; in the data active means inhibition above about 37%
# Target sequence (P63165 whole entry, looked up): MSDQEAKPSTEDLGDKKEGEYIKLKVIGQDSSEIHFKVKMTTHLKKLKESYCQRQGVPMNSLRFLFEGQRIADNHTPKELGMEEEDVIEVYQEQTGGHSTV
# Scp1 inh: blocks human Scp-1 phosphatase activity | Q9GZU7 | Recombinant Scp1, phosphopeptide, malachite green phosphate absorbance | inhibition, % at 20 µM | actives 0.88% (n = 340,000);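 active means inhibition above about 50% at 20 µM, limit read from the data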;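 further: plate controls were DMSO wells with enzyme for no effect and wells lacking enzyme for full effect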
# Target sequence (Q9GZU7 76-261 limits assumed): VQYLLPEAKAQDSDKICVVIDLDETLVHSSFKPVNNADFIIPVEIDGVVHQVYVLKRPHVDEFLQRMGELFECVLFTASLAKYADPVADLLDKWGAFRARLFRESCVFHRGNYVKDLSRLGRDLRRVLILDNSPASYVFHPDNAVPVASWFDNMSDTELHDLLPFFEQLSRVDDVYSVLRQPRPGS
#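 Test system – truncated SCP-1 phosphatase (76-261aa) · Reagent – Phosphorylated 17-residue peptide substrate · Incubation – 45 min room-temperature reaction, 5 min colour, 30 min stabiliser · Detection – colorimetric phosphate reagent with accelerator and stabiliser, absorbance at 630 nm · Measure – % inhibition at 20 µM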
# LMPTP inh: LMPTP (human) inhibition; recombinant LMPTP-A, OMFP fluorogenic substrate, fluorescence intensity; inhibition, % at 20 µM; AID 651560; actives 0.22% (n = 360,000);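 active means compounds that cut the enzyme signal by at least half of the control window in the single-dose screen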;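 further: plate controls were DMSO wells with enzyme plus substrate for no effect and substrate without enzyme for full effect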
# Target sequence (P24666 whole entry, looked up): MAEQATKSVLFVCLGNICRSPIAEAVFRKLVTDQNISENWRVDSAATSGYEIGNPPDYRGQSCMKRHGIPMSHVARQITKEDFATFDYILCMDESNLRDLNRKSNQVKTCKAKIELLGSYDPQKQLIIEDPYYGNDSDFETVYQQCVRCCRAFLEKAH
#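 test system = LMPTP-A | amount = 0.625 nM LMPTP-A final | reagent = fluorogenic phosphatase substrate OMFP at 400 µM final | incubation = 50 min at room temperature | benchmarks = no-enzyme low control, uninhibited high control | medium = Bis-Tris pH 6.0, DTT, detergent | signal = fluorescence intensity of OMFP turnover product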
# TbMetRS inhib: blocks T. brucei methionyl-tRNA synthetase activity. purified T. brucei MetRS, ATP depletion, Kinase-Glo luminescence. inhibition, % at 11.9 µM. actives 0.4% (n = 360,000). AID 624268;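 active means inhibition above a per-plate cutoff of the control wells' mean inhibition plus 3 SD, cut at about 5.5% in these data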;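 further: 0% = DMSO wells median and 100% = median of wells with control inhibitor compound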
#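 assay system = parasite MetRS enzyme | timing = 15 min preincubation, 2 h reaction, all 25 °C | evaluation = percent inhibition relative to median high and low control wells | medium = HEPES buffer containing pyrophosphatase, BSA, spermine, DTT | compound = single dose, 11.9 µM final nominal, 0.9% final DMSO | detection = Kinase-Glo luminescence, ATP depletion format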
# Starred values were filed as active, the others as inactive; · = not tested or not shown.
SMILES,NRP1-CendR mod,E coli Lon inh,MsrA inhibitor,MsrA act,DNMT1 block,STEP inh,SUMO1 PPI mod,Scp1 inh,LMPTP inh,TbMetRS inhib
CCN(CC)CCCN1C(=O)CSC1c1ccc([N+](=O)[O-])cc1 (stereo not drawn),-2,1,1.7,-3,1,0,-14,-1,-2.4,0.7
COC(=O)c1[nH]c2ccccc2c1NC(=O)CNC1CCCCC1,0,-6,-0.5,-2,2,-1,-5,0,-0.6,0.0
Cc1cc(C)cc(NC(=O)CSc2ccc(-c3cccs3)nn2)c1,0,-2,-0.1,-11,-5,1,-5,-6,1.9,-0.9
COc1ccc(Cn2cc(Cn3c4ccccc4c(=O)n3C(C)C)nn2)cc1,0,-6,1.2,-6,8,0,0,·,-2.5,-1.1
Cc1cc(C)c2nc(SCC(=O)N(C)C3CCS(=O)(=O)C3)cc(C)c2c1 (stereo not drawn),·,2,-1.0,-4,·,·,·,-7,·,0.0
Cc1ccc(C(=O)NNC(=O)c2ccncc2)cc1C,2,-6,-0.8,-3,-3,-2,2,-8,0.3,1.7
O=S(=O)(Nc1nc(SCc2ccc(Cl)cc2)n[nH]1)c1ccc(F)cc1,-4,0,-0.3,-5,8,-2,0,-18,0.5,-0.7
CN(C)C1CCCCC=CC(=O)NC1 (stereo not drawn),6,-13,0.4,-4,52*,-2,3,·,-1.7,-0.2
CC(C)C[C@H]1CNC(=S)N1C[C@H]1CCCN1C[C@H](CC(C)C)N1C[C@H](Cc2ccc(O)cc2)N(CC2CCCCCC2)C1=S,7,3,-0.7,0,-10,8,9,·,4.7,-0.7
Cc1ccccc1NC(=O)NC1(C(=O)NCC2CCCO2)CCCCC1 (stereo not drawn),-6,16,0.5,-4,2,-2,-1,-1,-0.9,-0.7
OCCNc1nc2ccccc2n1CC(O)c1ccccc1 (stereo not drawn),-7,-4,0.4,-2,1,0,2,-3,3.1,-0.1
N#C/C(=C(/O)CSc1ccccc1C(=O)O)c1nc2ccccc2s1,-41,3,7.1*,-5,-1,5,15,-7,0.0,-0.4
CCN(CC)S(=O)(=O)c1ccc(N2CCCC2)c(NC(=O)c2ccccc2OC)c1,2,4,2.7,-1,0,0,3,-14,3.0,-0.1
CCOC(=O)C(C)/C(C)=N/NC(N)=S (stereo not drawn),5,3,-0.1,-1,0,-3,0,-5,-0.4,0.5
COc1ccc(CCNC(=O)CSc2nc3ncccc3[nH]2)c(OC)c1,-8,-1,-0.3,-1,1,5,9,-9,0.4,3.7
COc1ccc(NC(=O)C(Sc2ccccc2)c2ccccc2)c(OC)c1 (stereo not drawn),5,6,0.4,-7,-10,2,-1,8,2.8,-1.0
O=C(Oc1ccc(Cl)cc1)N1CCOCC1,12,-4,0.2,-2,0,7,-4,0,-0.7,0.6
COc1ccccc1NS(=O)(=O)c1ccc(-c2cnc(C3CC3)o2)cc1,4,-4,-0.8,3,-3,2,-8,-4,1.7,-0.6
CN(C)c1ccc(C2N(c3ccc(F)cc3)C(=O)C3CCCN32)cc1 (stereo not drawn),-12,2,3.1,-7,0,0,-9,-4,0.3,0.4
O=C(NCc1ccccc1)c1cnc(Cc2c[nH]c3ccccc23)c(I)c1,0,-20,-0.6,-1,-17,0,-4,·,2.3,1.5
CC(=O)Nc1nc(-c2ccccc2)nc(-c2ccccc2OC(C)=O)n1,3,0,0.8,7,-2,0,5,-5,-1.0,-0.4
O=C(Cn1[nH]c(=O)c2ccccc2c1=O)Nc1cccnc1,1,3,0.2,-3,2,0,-2,-9,-0.4,0.6
O=C(NCc1ccccc1CN1CCCC1)c1ccc(Cl)c(S(=O)(=O)N2CCCC2)c1,-10,13,-1.8,-7,2,3,-1,6,2.6,-0.6
Cc1nc2ccccc2n1C(c1cccnc1)c1nc2ccccc2[nH]1 (stereo not drawn),0,·,1.2,·,·,·,-18,·,1.6,0.3
CC(C)OCCCNC(=O)CCc1nc(-c2ccccc2)no1,12,-6,-1.1,0,2,-4,2,-10,-1.1,0.0
Cc1ccc2cc(C(c3nnnn3C(C)(C)C)N3CCCCCC3)c(=O)[nH]c2c1 (stereo not drawn),7,-2,·,-3,2,1,-7,0,-2.5,0.0
CCC(/C=N/NC(=O)C(N)=O)CC,0,6,-1.6,-1,-7,-1,2,-3,-0.3,2.8
C#CCOc1ccc(/C=C2/C(=O)ON=C2C)cc1Br,-11,-4,-0.7,-3,0,-1,0,3,0.7,0.2
COc1ccc(NC(=O)CO/N=C(\C)c2cccs2)cc1,17,10,0.7,-3,5,0,-3,-7,1.2,-0.5
CCCC(=O)Nc1nnc(SCC(=O)NCc2ccco2)s1,6,15,-0.4,-10,17,2,4,-4,-1.4,-1.4
C=CCN1C(=O)C2C(C(=O)NC3CCCCC3)C3C=CC2(O3)C1C(=O)NC1CCCC1 (stereo not drawn),7,-11,0.4,-2,-1,-1,-1,-6,-1.1,-0.4
C=CCNC(=O)c1ccc2c(c1)N(CC)C(=O)c1ccccc1S2,-6,-4,0.1,-2,0,-5,1,-5,-2.1,-0.2
CC(C)CCN1CCN(Cc2ccon2)CC1CCO (stereo not drawn),0,10,-0.1,-8,-2,-3,1,-9,0.1,-0.9
O=C(O)C1(Nc2ccc(Br)cc2)CCCC1,-8,-3,0.3,-8,1,7,0,-2,3.4,0.2
CN(C(=O)CCCN1CCCC1=O)C1CCCN(Cc2ccccc2F)C1 (stereo not drawn),13,-5,0.5,-4,2,1,-3,-4,-0.9,-0.2
COc1ccc(N(C(=O)c2ccn[nH]2)C(C(=O)NC2CCCC2)c2ccc(F)cc2)cc1 (stereo not drawn),4,2,-1.2,1,0,-1,4,-1,-1.0,0.4
Cc1cc(C)n(-c2cccc(Cl)c2)c(=O)c1C#N,14,-3,0.2,-4,3,-6,-2,-2,0.2,-0.1
CCC1S/C(=N/S(=O)(=O)c2ccc(N)cc2)NC1=O (stereo not drawn),3,-4,-0.6,-3,66*,1,-1,0,-0.9,0.1
Cc1cc(C)nc(SCc2nnc(SCC(=O)Nc3nccs3)n2C)n1,5,-8,-0.4,-11,1,-1,2,-9,1.5,-1.7
O=c1[nH]c(N/N=C/c2ccc(O)cc2)nc2ccccc12,1,7,2.6,-4,-4,-2,-2,-5,-1.8,0.4

# A run of entries of the results above:
SMILES,NRP1-CendR mod,E coli Lon inh,MsrA inhibitor,MsrA act,DNMT1 block,STEP inh,SUMO1 PPI mod,Scp1 inh,LMPTP inh,TbMetRS inhib
CCN(CC)CCCN1C(=O)CSC1c1ccc([N+](=O)[O-])cc1 (stereo not drawn),-2,1,1.7,-3,1,0,-14,-1,-2.4,0.7
COC(=O)c1[nH]c2ccccc2c1NC(=O)CNC1CCCCC1,0,-6,-0.5,-2,2,-1,-5,0,-0.6,0.0
Cc1cc(C)cc(NC(=O)CSc2ccc(-c3cccs3)nn2)c1,0,-2,-0.1,-11,-5,1,-5,-6,1.9,-0.9
COc1ccc(Cn2cc(Cn3c4ccccc4c(=O)n3C(C)C)nn2)cc1,0,-6,1.2,-6,8,0,0,·,-2.5,-1.1
Cc1cc(C)c2nc(SCC(=O)N(C)C3CCS(=O)(=O)C3)cc(C)c2c1 (stereo not drawn),·,2,-1.0,-4,·,·,·,-7,·,0.0
Cc1ccc(C(=O)NNC(=O)c2ccncc2)cc1C,2,-6,-0.8,-3,-3,-2,2,-8,0.3,1.7
O=S(=O)(Nc1nc(SCc2ccc(Cl)cc2)n[nH]1)c1ccc(F)cc1,-4,0,-0.3,-5,8,-2,0,-18,0.5,-0.7
CN(C)C1CCCCC=CC(=O)NC1 (stereo not drawn),6,-13,0.4,-4,52*,-2,3,·,-1.7,-0.2
CC(C)C[C@H]1CNC(=S)N1C[C@H]1CCCN1C[C@H](CC(C)C)N1C[C@H](Cc2ccc(O)cc2)N(CC2CCCCCC2)C1=S,7,3,-0.7,0,-10,8,9,·,4.7,-0.7
Cc1ccccc1NC(=O)NC1(C(=O)NCC2CCCO2)CCCCC1 (stereo not drawn),-6,16,0.5,-4,2,-2,-1,-1,-0.9,-0.7
OCCNc1nc2ccccc2n1CC(O)c1ccccc1 (stereo not drawn),-7,-4,0.4,-2,1,0,2,-3,3.1,-0.1

# Further compounds follow:
SMILES,NRP1-CendR mod,E coli Lon inh,MsrA inhibitor,MsrA act,DNMT1 block,STEP inh,SUMO1 PPI mod,Scp1 inh,LMPTP inh,TbMetRS inhib
Cc1cccc(C)c1NC(=O)CN(C)C(=O)CCC(=O)c1ccccc1,6,-6,-0.4,-3,1,2,2,-5,-0.6,-0.6
COCCn1cc(C(=O)NCCCOC(C)C)c2c3ccccc3n(C)c2c1=O,12,-7,0.4,-3,0,-1,-1,-3,-0.7,-1.0
CC(C)N(Cc1ccccc1)C(=O)C1CCN(c2ncnc3c2nc2n3CCCCC2)CC1,4,-8,-0.3,-2,-2,1,4,-4,2.0,-0.4
O=C1Nc2ccc(Br)cc2C12OCCO2,19,3,-0.4,-2,-3,-1,6,-4,-0.9,0.2
Cc1ccc(C(=O)N2CCC(n3nccc3NC(=O)Nc3cccc(F)c3)CC2)cn1,0,-2,-0.2,-2,2,0,7,-7,-1.0,-0.3
CC(C)CCN1CCN(C/C=C/c2ccco2)CC1CCO (stereo not drawn),-8,-4,0.7,-1,-2,-5,2,-17,2.6,0.1
O=C(Nc1cccc2ccccc12)NC1CCS(=O)(=O)C1 (stereo not drawn),0,-2,-1.3,-3,-3,-3,-2,-4,-2.3,0.1
Cc1cccc(C)c1NC(=O)C(c1ccncc1)N1CCN(CCN(C)C)CC1 (stereo not drawn),11,·,0.0,·,·,·,-2,·,-6.4,-0.8
COc1ccc(CN2CCC[C@]3(N[C@H](c4ccc(C(F)(F)F)cc4)[C@@H]4C(=O)N(Cc5ccccc5)C(=O)[C@@H]43)C2=O)cc1,-3,7,0.1,-1,-9,1,2,·,0.9,1.3
Cc1cc(C)cc(NC(=O)Cn2nnc(C(=O)NCc3ccc4c(c3)OCO4)c2N)c1,1,3,-0.4,-2,38,0,6,-6,26,-0.2
COc1ccc(CCCNC(=O)C2CCC(=O)N(CC3CCCCC3)C2)cc1 (stereo not drawn),-4,1,0.7,-7,3,-3,-1,-2,-0.2,-0.9
COC(=O)/C=C1\C(=O)N(c2nc3ccccc3s2)C(=S)N1c1ccc(F)cc1,27*,-2,0.1,-10,-7,-4,-3,2,1.3,-1.4
